MT1-MMP act inh: blockers of MT1-MMP proenzyme processing, primary screen, HT1080 RFP-PRO-GFP cells, GFP/RFP fluorescence | GFP/RFP ratio change, % at 20 µM | 360,000 tested, 0.061% active | Matrix metalloproteinase-14 (Homo sapiens), P50281 | GFP/RFP ratio fluorescence, overnight; percent of plate control window, DMSO zero;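 active = GFP/RFP ratio change of at least 30% with cell ATP level not reduced by more than half and red fluorescence within 50% of control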; also: strong numbers were not always called active
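system = RFP-PRO-GFP reporter HT1080 cells | dosing = 20 µM single dose, 1% DMSO | timing = overnight cell settling, then overnight compound exposure, 37 °C, 5% CO2 | read-out basis = GFP/RFP fluorescence ratio | controls = DMSO and RFP-L50D-GFP cell wells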
LMPTP inh: LMPTP phosphatase inhibitors, primary screen, biochemical, fluorescence intensity, uHTS | inhibition, % at 20 µM | 360,000 tested, 0.22% active | recombinant LMPTP-A, OMFP fluorogenic substrate | Low molecular weight phosphotyrosine protein phosphatase (Homo sapiens), P24666;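 active = compounds that cut the enzyme signal by at least half of the control window in the single-dose screen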;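 also: plate controls were DMSO wells with enzyme plus substrate for no effect and substrate without enzyme for full effect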
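material = LMPTP-A | quantity = 0.625 nM enzyme | reagent = OMFP substrate, 400 µM final | buffer or medium = Bis-Tris pH 6.0, DTT, detergent | detection = endpoint fluorescence intensity from OMFP dephosphorylation | dosing = single 20 µM dose | read-out basis = % inhibition relative to no-enzyme and uninhibited control wells | control set = no-enzyme and uninhibited controls | timing = 50 min at room temperature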
Scp-1 inhibitor: Scp-1 phosphatase inhibitors, primary screen, biochemical, colorimetric, uHTS; Recombinant Scp1, phosphopeptide, malachite green phosphate absorbance; Carboxy-terminal domain RNA polymerase II polypeptide A small phosphatase 1 (Homo …; 340,000 tested, 0.88% active; inhibition, % at 20 µM;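 active = inhibition above about 50% at 20 µM, limit read from the data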;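 also: plate controls were DMSO wells with enzyme for no effect and wells lacking enzyme for full effect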
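Times: enzyme reaction 45 min at room temperature, colour 5 min, stabilisation 30 min. Material: SCP-1 catalytic fragment, aa 76-261. Medium: Acidic Tris acetate buffer with magnesium and detergent. Signal: colorimetric free-phosphate detection, absorbance 630 nm. Read-out basis: % inhibition of SCP-1 phosphate liberation. Reagent: Phosphorylated 17-residue peptide substrate.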
CendR NRP1 mod: modulators of CendR peptide binding to NRP-1, primary screen, biochemical, fluorescence polarization, uHTS; Neuropilin-1 (Homo sapiens), O14786; FAM-RPARPAR peptide binding to NRP-1; inhibition, % at 25 µM; 360,000 tested, 0.85% active; AID 602438, 2012;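 active = inhibition or corrected inhibition above about 18%, plus a signal ratio from 0.5 to 1.5, limit read from the data, passing the limit was not always enough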; also: strong numbers were not always called active
Rpn11 block: Rpn11 (PSMD14) deubiquitinase inhibitors, primary screen, biochemical, fluorescence polarization, uHTS; calls only at 20 µM; 26S proteasome non-ATPase regulatory subunit 14 (Homo sapiens), O00487; 360,000 tested, 0.59% active; human 26S proteasome, Ub4-pepOG fluorescence polarization; 20S core pre-blocked with epoxomicin;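 active = inhibition at 20 µM, scaled to each plate's controls, above about 33%, limit read from the data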
DNMT1 block: human DNMT1 methyltransferase inhibitors, primary screen, biochemical, molecular beacon, fluorescence, HinP1I cleavage, uHTS; DNA (cytosine-5)-methyltransferase 1 (Homo sapiens), P26358; inhibition (reported as % activation of signal), % at 10 µM; 360,000 tested, 0.83% active; in the data active = inhibition above about 50%
SKN-1 block: suppressors of acrylamide-induced Pgst-4::GFP reporter in worms, primary screen, SKN-1 inhibitor project, whole organism, uHTS, GFP/RFP fluorescence ratio, strain VP596; inhibition, % at 21.8 µM; 360,000 tested, 0.49% active; C. elegans VP596 Pgst-4::GFP/RFP ratio, 24 h;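 active = interference check ratio from 0.5 to 1.5 plus GFP to RFP signal ratio inhibition reaching or exceeding a fixed threshold, cut at about 30% in these data, passing the limit was not always enough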; also: some compounds called inactive have numbers as strong as hits
NadD block: inhibitors of S. aureus NadD, primary screen, biochemical, colorimetric, uHTS; Nicotinate-nucleotide adenylyltransferase NadD (Staphylococcus aureus N315); purified NadD enzyme, colorimetric absorbance read-out; inhibition, % at 20 µM; 360,000 tested, 0.78% active; in the data active = inhibition above about 26%; also: some compounds past the cut are filed as inactive
SUMO1-SIM PPI: modulators of SUMO1 protein-protein interactions, primary screen, biochemical, uHTS | AID 602429, 2012 | SUMO1 binding to a labelled peptide, TR-FRET, 1 h | 360,000 tested, 0.33% active | inhibition, % at 20 µM | Small ubiquitin-related modifier 1 (Homo sapiens), P63165; in the data active = inhibition above about 37%
STEP block: STEP phosphatase inhibitors, primary screen, biochemical, fluorescence intensity, uHTS; inhibition, % at 20 µM; AID 588621, 2011; 360,000 tested, 0.25% active; recombinant STEP, OMFP fluorogenic substrate;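 active = inhibition at 20 µM, scaled per plate between control wells, above about 37%, limit read from the data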;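 also: 0% = DMSO with enzyme and substrate and 100% = substrate only without enzyme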
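Measure: Control-normalized % inhibition with plate pattern correction | Test system: STEP phosphatase, cell-free reaction | Medium: pH 6.0 Bis-Tris with DTT and Tween 20 | Technique: Fluorescence, 480/540 nm | Times: Reaction 20 min, ambient temperature | Doses: Single compound dose of 20 µM, 1% DMSO final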
Active calls of the source: *; i = inactive; x = not tested or not shown.

| mol | MT1-MMP act inh | LMPTP inh | Scp-1 inhibitor | CendR NRP1 mod | Rpn11 block | DNMT1 block | SKN-1 block | NadD block | SUMO1-SIM PPI | STEP block |
| --- | --- | --- | --- | --- | --- | --- | --- | --- | --- | --- |
| C=CCNc1c2c(nc3ncnn13)CC(C)CC2 (stereo not given) | 1 | -0.5 | -6 | 1 | i | 1 | 2 | 2 | 4 | -1 |
| CCc1nnc(NC(=O)CSc2nc3ccccc3s2)s1 | 1 | -0.6 | 9 | -5 | i | 1 | -8 | 1 | 5 | 4 |
| CN(C(=O)c1cccc(NC(=O)Cc2ccc(NC(=O)C3CCN(C(=O)C4CCCCC4)CC3)cc2)c1)C1CCCCC1 | -6 | 1.3 | -8 | -3 | i | -5 | -3 | 9 | 0 | 0 |
| CCn1c(Cc2ccccc2)nnc1SCC(=O)NC1CCCC1 | -1 | -1.1 | 7 | 6 | i | 5 | -2 | 0 | -3 | -2 |
| CC1(C)OC(=O)C(=NNc2ccc(Cl)cc2)C(=O)O1 | 5 | -0.3 | -11 | -12 | i | 0 | -21 | -4 | -21 | 0 |
| CC(C)C[C@H]1CN([C@@H](Cc2ccccc2)CN2CCC[C@@H]2CN2C(=O)C(=O)NC[C@@H]2Cc2ccccc2)C(=O)C(=O)N1CCc1ccccc1 | 1 | 2.2 | x | 0 | i | 0 | 4 | 22 | 5 | 1 |
| COc1ccc(S(=O)(=O)N2CCN(c3nn(C)c(=O)n(C)c3=O)CC2)cc1 | -7 | 0.6 | -7 | -12 | i | -2 | 28 | -3 | -10 | -4 |
| COc1nc(C)cc(C)c1S(=O)(=O)c1ccccc1C | -4 | 0.3 | -6 | 14 | i | 1 | 8 | -3 | 5 | 1 |
| COc1ccc(N2CCN(C(=O)CSc3ccccc3)CC2)cc1 | -2 | -0.9 | 2 | -4 | i | 1 | 7 | 0 | -1 | 1 |
| COc1ccc(NS(=O)(=O)c2cccc(C(=O)OCC(=O)Nc3cc(C)on3)c2)cc1 | 4 | -1.8 | -3 | 5 | i | -3 | -19 | -4 | 0 | -3 |

Continued; it opens with the 2 that closed the last part.
| mol | MT1-MMP act inh | LMPTP inh | Scp-1 inhibitor | CendR NRP1 mod | Rpn11 block | DNMT1 block | SKN-1 block | NadD block | SUMO1-SIM PPI | STEP block |
| --- | --- | --- | --- | --- | --- | --- | --- | --- | --- | --- |
| COc1ccc(N2CCN(C(=O)CSc3ccccc3)CC2)cc1 | -2 | -0.9 | 2 | -4 | i | 1 | 7 | 0 | -1 | 1 |
| COc1ccc(NS(=O)(=O)c2cccc(C(=O)OCC(=O)Nc3cc(C)on3)c2)cc1 | 4 | -1.8 | -3 | 5 | i | -3 | -19 | -4 | 0 | -3 |
| CCCCOc1cccc(C2C(C(=O)c3ccc(C)o3)=C(O)C(=O)N2c2nnc(C)s2)c1 (stereo not given) | -48 | 4.7 | -1 | -48 | i | 13 | -6 | 17 | -9 | 0 |
| Cc1cccc([C@@H]2[C@@H]3C(=O)N(Cc4ccccc4)C(=O)[C@@H]3[C@]3(CC(C)C)C(=O)N(c4cccc(Cl)c4)C(=O)N23)c1 | -7 | 2.1 | -14 | 3 | i | -12 | -7 | 12 | -1 | 2 |
| COc1ccc(N2CCN(CC(O)COc3c(OC)cccc3OC)CC2)cc1 (stereo not given) | 2 | -1.0 | -10 | 5 | i | 2 | -2 | -2 | -3 | 0 |
| Cc1ccc2[nH]c(=O)c(CN(CC3CCCO3)S(=O)(=O)c3cccc4nsnc34)cc2c1 (stereo not given) | -1 | -0.9 | -3 | -8 | i | 1 | 3 | -1 | -13 | 4 |
| NS(=O)(=O)c1ccc(-c2ccc(/C=C3\SC(=S)N(C4CCS(=O)(=O)C4)C3=O)o2)cc1 (stereo not given) | -141 | 12 | -13 | -206 | x | -1 | -7 | 35* | -45 | -3 |
| CN(C)CCC(=O)N1c2ccccc2Sc2ccc(C(F)(F)F)cc21 | 3 | 0.6 | 1 | 1 | i | 3 | 2 | -2 | 16 | 3 |
| COc1ccc(OC)c(NC(=O)CSc2nc(N)c(-c3ccccc3)c(=O)[nH]2)c1 | 3 | 0.9 | 3 | 16 | i | -1 | -13 | 0 | 1 | 4 |
| CCOC(=O)CSc1nnc(Cc2ccc(OC)cc2)n1-c1ccccc1 | -3 | -3.6 | -1 | 6 | i | 2 | 7 | 8 | 2 | 0 |
| Cn1c(NCCc2ccncc2)nc2cc(-c3ccsc3)sc2c1=O | -1 | 6.2 | x | 16 | i | 1 | 16 | 10 | -32 | 0 |
| Cc1cc(C)n2c(Nc3c(C)cccc3C)c(-c3ccccn3)nc2n1 | -8 | 0.6 | x | -88 | x | x | 23 | 5 | 0 | x |
| O=C(COc1ccccc1)c1cn(CC(=O)N2CCCC2)c2ccccc12 | 3 | -0.8 | -10 | 8 | i | -3 | -5 | -5 | -3 | -6 |
| CCOc1ncccc1C(=O)OCC(=O)NCc1cccs1 | 0 | -0.6 | -6 | 1 | i | 5 | 1 | -5 | -2 | -3 |
| COc1ccc(CCn2c(O)c(C3=c4ccccc4=NC3=O)sc2=S)cc1OC | 7 | 1.4 | -5 | -2 | i | -12 | 17 | -7 | -3 | 2 |
| NNc1nc(-c2ccccc2)nc2sc3c(c12)CCCC3 | -3 | 0.1 | 12 | -6 | i | -4 | 12 | 6 | -10 | -4 |
| CC[C@@H]1[C@H]2CCCC(=O)N3CC[C@@H](C[C@H]1O)[C@@H]23 | 0 | 1.6 | 6 | 21 | i | 5 | 12 | 1 | 0 | -3 |
| O=C(CCc1ccccn1)N1CCCC(N2CCN(c3cccc(C(F)(F)F)c3)CC2)C1 (stereo not given) | -1 | 0.3 | -6 | 12 | i | 0 | -5 | -8 | -1 | -5 |
| CCOCCCN(C)C1CCN(C(=O)c2oc3ccccc3c2NC(=O)Cc2ccc([N+](=O)[O-])cc2)CC1 | -1 | 0.8 | 3 | 6 | i | -1 | 8 | -5 | -20 | 0 |
| COC(=O)Cn1c(=NC(=O)C(C)C)sc2c(C)cc(C)cc21 | 6 | -0.4 | -8 | 18 | i | 4 | 10 | -6 | 0 | -1 |
| CCOc1ccccc1N(CC(=O)NC1CCCCC1)C(=O)c1nsc(Cl)c1Cl | -7 | -0.9 | -10 | 6 | i | -3 | 2 | -7 | -11 | -1 |
| COc1ccccc1CNS(=O)(=O)c1cc(C(=O)N(C)Cc2cccnc2)c(Cl)cc1Cl | 3 | -0.3 | -4 | 7 | i | 5 | -11 | 2 | 1 | -1 |

Exported with values under each structure: entries from further up
Fields – MT1-MMP act inh	LMPTP inh	Scp-1 inhibitor	CendR NRP1 mod	Rpn11 block	DNMT1 block	SKN-1 block	NadD block	SUMO1-SIM PPI	STEP block
> COc1ccc(CCn2c(O)c(C3=c4ccccc4=NC3=O)sc2=S)cc1OC
  7	1.4	-5	-2	i	-12	17	-7	-3	2
> NNc1nc(-c2ccccc2)nc2sc3c(c12)CCCC3
  -3	0.1	12	-6	i	-4	12	6	-10	-4
> CC[C@@H]1[C@H]2CCCC(=O)N3CC[C@@H](C[C@H]1O)[C@@H]23
  0	1.6	6	21	i	5	12	1	0	-3

Other records:
| mol | MT1-MMP act inh | LMPTP inh | Scp-1 inhibitor | CendR NRP1 mod | Rpn11 block | DNMT1 block | SKN-1 block | NadD block | SUMO1-SIM PPI | STEP block |
| --- | --- | --- | --- | --- | --- | --- | --- | --- | --- | --- |
| Cc1ccccc1NC(=O)NCC1CCN(Cc2cccc(Cl)c2)CC1 | 5 | -0.7 | -7 | 9 | i | -8 | -3 | -3 | 0 | 0 |
| OCC[C@@H]1C[C@@H](O)[C@H](O)[C@]2(OCCCc3ccccc32)O1 | 0 | -1.2 | -3 | 14 | i | 7 | 13 | 2 | 0 | -1 |
| Nc1nc(-c2ccccc2)cs1 | -1 | -1.3 | -7 | -7 | i | -3 | 3 | 0 | -1 | -3 |
| O=C(CC1SC(N2CCCCC2)=NC1=O)Nc1cccc(C(F)(F)F)c1 (stereo not given) | 8 | -0.8 | -5 | -6 | i | 1 | -15 | -3 | 2 | -6 |
| COc1ccc(C(C)=O)cc1CC(=O)NCCCn1ccnc1 | -1 | 0.8 | -3 | 14 | i | 1 | -5 | -9 | -1 | 0 |
| CSCC[C@H](NC(=O)[C@H](Cc1ccccc1)n1c(=O)[nH]c2ccccc2c1=O)C(=O)N1CCC[C@H]1C(=O)O | 0 | -1.0 | 1 | -3 | i | 4 | 16 | 4 | 3 | 1 |
| N#Cc1ccc(OCC(O)CN2CCC(C(O)(c3ccccc3)c3ccccc3)CC2)cc1 (stereo not given) | x | 0.5 | -4 | -4 | i | 0 | -4 | -4 | 3 | 2 |
| CC(=C\c1ccco1)/C=C(\C#N)C(=O)NCCc1c[nH]c2ccccc12 | -5 | 0.6 | 0 | -7 | i | -19 | -4 | 2 | 0 | 0 |
| COc1ccc(CC(=O)NCC(=O)N/N=C/c2c[nH]c3ccccc23)cc1 | -4 | -0.2 | -8 | 1 | i | -6 | 8 | 1 | -7 | 1 |
| COc1ccc(OC)c(NS(=O)(=O)c2ccc(-c3coc(C)n3)cc2)c1 | 4 | 0.5 | -11 | 3 | i | -9 | -1 | -8 | 9 | 2 |
| O=C(COC(=O)c1cccs1)c1ccccc1 | -1 | -0.5 | -8 | 5 | i | 3 | -10 | -5 | 2 | -5 |
